AMA1-RON2 inh – disrupts binding of P. falciparum AMA1 to RON2; AlphaScreen AMA1-biotinylated RON2 peptide binding; 360,000 compounds, 0.2% hits; Potency, µM (titrated, usually from 58.2 µM), for the others: at the top dose activity change, negative = inhibition, actives largely listed as inhibitors; active means well fitted inhibition curve with a large enough effect; inconclusive means small, poorly fitted or top-dose-only effect; inactive means no such curve, though single readings can be large or run the other way;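 further: potency means the concentration at half of the fitted maximal effect; 0% = vehicle wells and -100% = peptide control; nearly all actives have a fitted effect of over 45% in size; some results filed as inactive show a strong effect at the top dose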
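AMA1 (3D7) with his tag at 25 nM final met compounds first, then biotinylated RON2 peptide at 25 nM; detection used donor plus acceptor beads, 10 µg/mL apiece, read by AlphaScreen after 30 min at room temperature.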
HCMV inh – human cytomegalovirus inhibition; HFF cells, HCMV-luciferase reporter, 72 h; hits give low values; activity change, negative = inhibition, % at 57.5 µM; 410,000 compounds, 4.5% hits; AID 1259415; in the data active means activity change below about -60%; inconclusive means no clear call, values can overlap the other calls; inactive means above about -39%
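Steps: HFFs plated, 16 h 37C; compounds added; HCMV-luciferase added to MOI 1 PFU/cell; 72 h 37C; OneGlo reagent, 5 min room temperature; luminescence read, normalized to controls.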
The depositor's hits bear a star; u = inconclusive; [ ] = another dose, or the depositor's remark. Unless noted, on the % scale 0 is the no-effect control and ±100 the full control effect. A portion of the library; the hit share may differ from the screen's.

SMILES	AMA1-RON2 inh	HCMV inh
Cc1ccc(S(=O)(=O)N(C)c2ccc(C(=O)NCC(c3ccco3)N3CCCC3)cc2)cc1 (stereo not given)	0%	-18
CC(=O)Nc1ccc(C2=NOC(C)(C)C(=O)N2Cc2cccc(C#N)c2)cc1	-4%	43
CN(C(=O)c1ccc(NC(=O)Cc2cccc(NC(=O)C3CCCN(C(=O)CCc4ccccc4)C3)c2)cc1)C1CC1 (stereo not given)	10%	-12
Clc1cccc(N2CCN(CCCN3CCN(c4ccccc4)CC3)CC2)c1	-30%	u
O=C(NCCc1ccccc1)c1cc(-c2ccccc2)c(N2CCOCC2)s1	7%	-32
Cc1ccc(-n2c(COc3ccccc3)nnc2SCC(=O)O)cc1	0%	-4
CC1(C(=O)O)CCCN1C(=O)c1cccc(F)c1 (stereo not given)	9%	-15
Nc1ccn([C@@H]2O[C@H](C(=O)N3CCCN(Cc4ccccc4F)CC3)[C@@H](O)[C@H]2O)c(=O)n1	-1%	-19
OC(c1cccc(Cl)c1)c1ncc(-c2ccc3ccccc3c2)[nH]1 (stereo not given)	-7%	43
CN(C)CCOc1ccc(/C(=C(/CCCl)c2ccccc2)c2ccccc2)cc1	-2%	-27
CC(C)(C)Cc1c(-c2ccc(Cl)cc2)nc2c(Cl)cc(C(F)(F)F)cn12	10%	-4
COC(=O)[C@]12CCCCC=C1N(Cc1cccc3ccccc13)C(=O)[C@H](CC(=O)N1CCSCC1)C2	-21%	7
CCN1C[C@@H]2[C@@H]3C(=O)N(C)C(=O)[C@@H]3[C@](C)(C1=O)N2C(=O)c1ccc(C(C)(C)C)cc1	-1%	-14
Nc1[nH]c(C(=O)c2ccccc2)c(-c2ccccc2C(F)(F)F)c1C(=O)NCc1cccc2ccccc12	3%	11
CC1(C(=O)NS(=O)(=O)c2cccc(C#N)c2)CCN1C(=O)CCC1CCCC1 (stereo not given)	-16%	4
COc1ccc(C(CNC(=O)c2ccc(C)c(S(=O)(=O)N3CCOCC3)c2)N2CCCC2)cc1 (stereo not given)	-8%	-23
COC(=O)C(NC(=O)C(NC(=O)C1CCC(C)CC1)C(C)C)C(C)C (stereo not given)	-21%	14
CCn1c(CNC(=O)c2ccccc2)nc2ccccc21	1%	2
CC1(C(=O)Nc2cccc(Oc3ccccc3)c2)CCN1C1Cc2ccccc2C1 (stereo not given)	-12%	-14
CCCCNC(=O)C1(C)CCN1C(=O)c1cccc2c1OCCO2 (stereo not given)	12%	-24
COc1cc(OC)cc(C2=Cc3ccc(OC)cc3C(CC(C)=O)N2c2ccc(C#CCCO)cc2)c1 (stereo not given)	-3%	-11
CCC(CC)n1c(C)cc(=O)n1C(CC)CC	28%	17
CN(C)c1ccc(C=C2C=Cc3ccccc32)cc1	u	2
CCN(CC)c1ccc(NC(=O)COC(=O)CCc2cc(OC)c(OC)c(OC)c2)cc1	u	-33
OC(c1ccc(F)cc1)c1nc(-c2cccc(C(F)(F)F)c2)cs1 (stereo not given)	17%	-16
COc1cccc(CNC(=O)[C@@H]2CCCN2C(=O)[C@@H]2CCCN2C(=O)c2ccc(Cl)cc2)c1	3%	-3
C#Cc1ccc(NC(=O)C2(C)CCN2C(=O)C/C=C/c2ccccc2)cc1 (stereo not given)	-1%	-21
CCC/C=C/c1ccc(CN2C(C(C)C)C(=O)N(Cc3cn(CCC4OCCCO4)nn3)CCS2(=O)=O)cc1 (stereo not given)	-5%	-5
CCOC(=O)C1=NN(c2ccc(F)cc2)C2=NC(C)=C(C(=O)OC)C(c3cccs3)N12 (stereo not given)	-1%	-11
CC12CC(=O)C3C(CCC4CC(=O)C=CC43C)C1CCC2=O (stereo not given)	-6%	u
CC12CCC(=O)C=C1CCC1C2C(O)CC2(C)C1CCC21OCC1=O (stereo not given)	-6%	-92*
CCc1nc2c(OCc3cccc(OC)c3)cccn2c1N(C)C(=O)c1ccc(OC)cc1	-13%	-25
CCCNC(=O)C[C@@H]1CC[C@H]2NC[C@H](O)COC[C@@H]2O1	2%	-11
O=C1NC[C@H](CCCCN2C[C@H](Cc3ccccc3)N(CCc3ccccc3)C(=O)C2=O)N(CCC2CCCCC2)C1=O	0%	-20
COc1cc(C(O)c2nc(-c3cccc(C(F)(F)F)c3)cs2)ccc1F (stereo not given)	-9%	-18
CCOC(=O)[C@@H](NC(=O)CC[C@H]1O[C@@H](n2cc(C)c(=O)[nH]c2=O)C[C@@H]1O)C(C)C	3%	0
COC(C/C=C\[C@H](O)[C@H](C)OCc1ccccc1)OC	-3%	-1
Cn1c(N)c(N=O)c(=O)n(C)c1=S	35%[activator]	-5
O=NN(C(=O)NCc1cccnc1)C1CCCCC1	6%	0
Cc1cccnc1C(NC(=O)C1CCN(Cc2ccc(Cl)cc2)CC1)c1ccccc1 (stereo not given)	-1%	-28

Looked up above:
Cn1c(N)c(N=O)c(=O)n(C)c1=S in HCMV inh = -5
CCC/C=C/c1ccc(CN2C(C(C)C)C(=O)N(Cc3cn(CCC4OCCCO4)nn3)CCS2(=O)=O)cc1 (stereo not given) in HCMV inh = -5

The listing continues:
SMILES	AMA1-RON2 inh	HCMV inh
CCCCC[C@@H]1CCCCC[C@@H](O)C[C@H](O)[C@H](O)/C=C/C(=O)O1	6%	-27
O=C(Nc1ccc2c(c1)OCO2)C1Cc2c(-c3ccc4c(c3)OCO4)ccnc2O1 (stereo not given)	-26%	-62*
Cc1cnc(C(=O)N(c2ccc(N3CCOCC3)cc2)C2C(=O)Nc3ccccc3N=C2c2ccc3c(c2)OCO3)cn1 (stereo not given)	19%	41
COCCNC(=O)C1CCCN(C(=O)c2cc(C)nn2C(C)(C)C)CC1 (stereo not given)	0%	-60*
CC1=C(C(=O)N(C)C)CC(CC(=O)NC(c2ccccc2)c2ccccc2)C(=O)N1Cc1ccc(F)cc1 (stereo not given)	-9%	2
COc1ccccc1-c1csc(C(O)c2ccc(F)c(F)c2)n1 (stereo not given)	46%[activator]	20
COc1ccc(CN2CCC(C)(Oc3cccc(F)c3)C2)c2ccccc12 (stereo not given)	0%	u
O=S1(=O)CC(N2CCC(Cc3ccccc3)CC2)CN1CCc1ccccc1 (stereo not given)	-20%	-23
CCCCN(C)c1c(C)nc2ccc(C(=O)N(C)CCN(C)C)cn12	27%	-18
COc1ccc(C(C)=O)cc1Cn1c(C)c(C(=O)NCCC#N)sc1=O	3%	2
CC1=C(C(=O)N(C(C)C)C(C)C)CC(CC(=O)NCC2CCCCC2)C(=O)N1Cc1ccc(C(C)(C)C)cc1 (stereo not given)	-20%	61
Cc1cn([C@H]2C[C@H](O)[C@@H](CNC(=O)[C@H]3CCC(=O)N3)O2)c(=O)[nH]c1=O	14%	-7
COc1cc(C=Cc2nnc3c4ccccc4cnn23)cc(OC)c1OC	3%	-11
O=C(CC(O)(c1ccccc1)c1ccccc1)Nc1ccccn1	-14%	-3
COc1cccc(CN2CCC2(C)C(=O)Nc2cnc3ccccc3c2)c1F (stereo not given)	-17%	u
COc1cc(CN2C[C@@H](CO)O[C@@H](n3cnc4c(NCCN(C)C)ncnc43)C2)cc(OC)c1OC	5%	5
O=C(NCc1cccc(F)c1)Nc1nnc([C@H]2C[C@H](O)[C@@H](CO)O2)s1	0%	18
Cc1cc(C([O-])=C(C(=S)Nc2ccccc2)[n+]2ccccc2)c(C)n1-c1ccccc1	5%	-7
Cc1ccc(C(C#N)=Cc2ccc3c(c2)OCO3)cc1	41%[activator]	1
C#CCOCCOCCOCCNc1nc(N2CCN(C(=O)[C@H](C(C)C)n3cc(CCO)nn3)CC2)nc(N2CCN(C(=O)[C@H](C)n3cc(CCCN=C(N)N)nn3)CC2)n1	-3%	14
O=C(Nc1cccc(F)c1)N1CCc2nc(NCc3cccc(Oc4ccccc4)c3)ncc2C1	-3%	-78*
Cc1cc(O)ccc1Nc1cc(-c2cccc(N(C)C)c2)ncn1	1%	141
COCCCN1C(=O)C(CC(=O)NCc2cccc3ccccc23)CC(C(=O)N2CCOCC2)=C1C (stereo not given)	10%	-3
COc1ccc(C(C)(O)c2nc(-c3ccccc3C)cs2)cc1 (stereo not given)	8%	-11
CSc1ccc(NC(=O)C2(C)CCN2C(=O)c2cc(C)n(C)n2)cc1 (stereo not given)	-2%	-20
CN(C)CCNC(=O)c1cccc(-c2cnc3c(NC=O)cc(-c4cccc(F)c4)cn23)c1	-7%	-87*
Cc1cccc(C)c1NC(=O)C(c1ccccc1)N1CCN(c2ccc(C(F)(F)F)cn2)CC1 (stereo not given)	-4%	-8
COC(=O)C[C@H]1CC[C@@H]2[C@H](COC[C@H](O)CN2S(=O)(=O)c2ccccc2OC)O1	6%	-26
CCOC1=C2[C@H](c3ccccc3)N(S(=O)(=O)c3ccc(C)cc3)C(C(C)(C)C)[C@H]2n2c(=O)n(-c3ccccc3)c(=O)n2C1 (stereo not given in full)	-4%	-12
CC(C)Cc1ccc(CN2C(C(C)C)C(=O)N(Cc3cn(CCC4OCCO4)nn3)CCS2(=O)=O)cc1 (stereo not given)	-1%	-13
CCOC(=O)C1=C(C)NC(C)=C(C(=O)OCC)C1c1cccc([N+](=O)[O-])c1	-11%	12
OC(c1ccc(Cl)c(F)c1)c1ncc(-c2ccc(Cl)cc2)[nH]1 (stereo not given)	-20%	-7
CC(O)(c1ccccc1)c1nc(-c2ccccc2)cs1 (stereo not given)	0%	27
O=C(Nc1cccc2ccccc12)N(c1ccccc1)c1ccccc1	-22%	43
CC(C)C[C@@H](CN1CCC[C@@H]1CN1C(=O)C(=O)NC[C@@H]1Cc1ccccc1)N1C[C@H](Cc2ccc(O)cc2)N(CC2CCCCCC2)C(=O)C1=O	-10%	u
C[C@H](CO)N1C[C@H](C)[C@@H](CN(C)S(=O)(=O)c2cn(C)cn2)Oc2ncc(Br)cc2C1=O	2%	20
CC(=O)Nc1ccc2ccccc2c1[N+](=O)[O-]	-1%	-3
O=C(Nc1ccc(Cl)c(C(F)(F)F)c1)C1Cc2c(-c3ccccc3Oc3ccccc3)ccnc2O1 (stereo not given)	-2%	-19
Cc1cccc(-c2ocnc2C(=O)Nc2ncc(C)s2)c1	76%[activator]	0
O=C(NC1c2ccccc2Oc2ccccc21)c1ccc([N+](=O)[O-])cc1	4%	1
CSc1ccccc1C(=O)OCC(=O)NC1CC1	4%	-6
COc1cc(C2C3=C(COC3=O)Oc3cc4c(cc32)OCO4)ccc1OC(C)=O (stereo not given)	-1%	-28
CCC(c1nnnn1-c1c(C)cccc1C)N1CCN(CCN2CCOCC2)CC1 (stereo not given)	1%	12
CCCCN(C)CCCNC(=O)Cn1cc2c(n1)-c1c(oc(C(=O)N3CCCC3)c1C)CC2	-3%	u
O=[N+]([O-])c1ccc(N2CCOCC2)c([N+](=O)[O-])c1	-4%	-27
CN(C)Cc1ncccc1Oc1nc2cc(-c3cccc(Cl)c3)sc2c(=O)n1C	35%[activator]	17
C=C1C(=O)O[C@H]2C[C@H]1[C@@H](OC(C)=O)C/C(C)=C/CC/C(C)=C\CC[C@]2(C)O	-5%	-103*
Nc1nc(F)nc2c1ncn2[C@@H]1O[C@H](CO)[C@@H](O)[C@H]1O	-3%	-96*
Cn1c(SCC(=O)NC2CCCCC2)nc2c(c1=O)SCC2	-1%	-11
O=C(Nc1ccc(S(=O)(=O)N2CCOCC2)cc1)C1CCN(S(=O)(=O)c2ccc(Cl)cc2)CC1	0%	-79*
COc1cccc(C2=CC(=O)CCC2)c1OC	3%	17
CCNC(=O)c1cc2c(c(-c3cccc(-c4ccccc4F)c3)n1)[C@H](CCO)N(C(=O)CC)C2	-5%	-27
c1ccc(CNCCCn2cnc3c(OCc4ccccc4)ncnc32)cc1	18%	u
O=C(NCCCc1ccccc1)c1cccc(NC(=O)C2CCCCC2)c1	16%	-11
COCCNc1nc(NCc2cccc(OC)c2)c2sc(-c3ccccc3)cc2n1	-8%	-21
Nc1ccc2c(c1)C(O)c1ccc(Cl)cc1-2 (stereo not given)	u	25
O=S1(=O)N[C@@H](Cc2ccccc2)COc2cc(N3CC[C@H](O)C3)ccc21	-3%	-15

Shown field by field: 4 of the compounds above.
SMILES: CCNC(=O)c1cc2c(c(-c3cccc(-c4ccccc4F)c3)n1)[C@H](CCO)N(C(=O)CC)C2
  AMA1-RON2 inh: -5%	HCMV inh: -27

SMILES: O=S1(=O)N[C@@H](Cc2ccccc2)COc2cc(N3CC[C@H](O)C3)ccc21
  AMA1-RON2 inh: -3%	HCMV inh: -15

SMILES: COc1cccc(C2=CC(=O)CCC2)c1OC
  AMA1-RON2 inh: 3%	HCMV inh: 17

SMILES: Nc1ccc2c(c1)C(O)c1ccc(Cl)cc1-2 (stereo not given)
  AMA1-RON2 inh: u	HCMV inh: 25

Rewritten with values under each structure: entries from further up
Every second line gives: AMA1-RON2 inh	HCMV inh
> c1ccc(CNCCCn2cnc3c(OCc4ccccc4)ncnc32)cc1
 : 18%	u
> O=C(NCCCc1ccccc1)c1cccc(NC(=O)C2CCCCC2)c1
 : 16%	-11

Screens as filed in PubChem BioAssay.
